Source: PubChem (several laboratories)
MITF act: activators of MITF-driven TRPM1 promoter activity in SK-MEL-5 cells | actives 0.75% (n = 300,000) | SK-MEL-5 TRPM1-promoter luciferase, 24 h; % of positive control, neutral wells = 0 | activation, % at 12.5 µM | AID 588334;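 active = mean activation of at least 80% with every replicate also reaching 80%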;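 also: 0% = neutral control wells and 100% = parthenolide positive control wells; values of inactives mirror those of a sister screen read the other way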
SR-BI uptake up: enhances SR-BI lipid uptake from DiI-HDL; activation, % at 12.5 µM; actives 0.096% (n = 320,000); CHO ldlA[mSR-BI] cells, DiI-HDL uptake fluorescence, 3 h; 100 = double the neutral-control signal;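 active = mean replicate activation of at least 60% and every replicate at or above 60%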;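 also: 0% = median plate neutral-control signal and 100% = twice that signal; values of inactives mirror those of a sister screen read the other way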
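System: CHO ldlA[mSR-BI] cells / Medium: HEPES-buffered (25 mM, pH 7.4) F12 plus 0.5% BSA / Probe or stimulus: labelled HDL, 10 µg/mL / Doses: single compound concentration, delivered by pin transfer / Schedule: 3 h, 37 °C / Measured by: DiI fluorescence, bottom read / Measure: cell-associated DiI fluorescence as measure of HDL uptake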
HTR5A ag ctr: counter-screen for OPRM1-OPRD1 agonists: human HTR5A agonism | HTR5A agonist assay, luminescence, cell-based | actives 0.61% (n = 340,000) | AID 504692 | activation, % at 9.3 µM; in the data active = activation mostly above about 9.5%, no sharp cut-off; inactive = mostly below about 7.6%;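 also: 0% = cells with vehicle only and 100% = reference agonist; strong numbers were not always called active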
SR-BI HDL uptake: blocks mouse SR-BI lipid uptake from DiI-HDL; Q61009; ldlA[mSR-BI] CHO cells, DiI-HDL uptake fluorescence, 3 h; inhibition, % at 12.5 µM; actives 0.96% (n = 320,000);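 active = mean replicate inhibition of at least 70% and a set share of replicates each scoring 70 or more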;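 also: 0% = median of neutral control wells and 100% = median of positive control wells; values of inactives mirror those of a sister screen read the other way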
Target sequence (Q61009 whole entry, looked up): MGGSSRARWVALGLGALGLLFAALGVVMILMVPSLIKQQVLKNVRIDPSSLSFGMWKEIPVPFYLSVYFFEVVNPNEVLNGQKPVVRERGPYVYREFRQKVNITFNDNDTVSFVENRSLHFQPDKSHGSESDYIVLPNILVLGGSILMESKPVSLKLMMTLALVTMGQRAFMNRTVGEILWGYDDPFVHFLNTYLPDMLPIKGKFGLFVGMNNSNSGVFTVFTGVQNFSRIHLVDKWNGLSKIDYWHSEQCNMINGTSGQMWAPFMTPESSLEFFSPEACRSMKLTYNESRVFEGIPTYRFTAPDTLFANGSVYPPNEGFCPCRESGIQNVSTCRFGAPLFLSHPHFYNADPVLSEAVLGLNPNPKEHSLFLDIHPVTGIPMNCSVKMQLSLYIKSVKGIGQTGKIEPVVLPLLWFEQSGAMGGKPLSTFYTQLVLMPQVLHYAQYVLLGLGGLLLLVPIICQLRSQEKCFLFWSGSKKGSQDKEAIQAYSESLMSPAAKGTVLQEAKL
cardiac RTF act: increases calcium sensitivity of human cardiac regulated thin filaments | activation, % at 7.2 µM | P19429+P45379 | actives 0.24% (n = 340,000) | IANBD-labeled TnC RTF fluorescence at EC20 calcium; 0% EC20 calcium, 100% full calcium;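 active = activation above the mean over all tested compounds plus 3 SD, cut at about 30% in these data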;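 also: rise in fluorescence read as greater calcium sensitivity of cardiac thin filaments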
CDK5 inh: CDK5/p35 (human) kinase inhibition. inhibition, % at 10 µM. AID 488839. actives 0.01% (n = 330,000). Recombinant CDK5/p35, ADP-Glo luminescence, 60 min;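 active = highest replicate inhibition of at least 50% and at least 75% of replicates reaching 50%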;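 also: plate controls were DMSO neutral control for no effect and GW8510 at 10 µM for full effect; many of its hits are not listed in these tables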
dFosB act: enhances mouse delta FosB homodimer DNA binding | P13346 | purified delta FosB, TAMRA-CDK5 oligo fluorescence polarization; percent of positive-control signal above neutral wells | activation, % at 25 µM | actives 0.99% (n = 340,000) | AID 493131;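 active = mean activation above about 17%, with every replicate also reaching it, limit read from the data, passing the limit was not always enough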;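 also: fluorescence polarization rise as delta FosB binds a TAMRA Cdk5 AP-1 oligo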
PvdQ acylase: blocks Pseudomonas aeruginosa PvdQ acylase activity. purified PvdQ acylase, fluorescence plate reader. inhibition, % at 10 µM. actives 0.063% (n = 340,000). AID 488965; in the data active = inhibition above about 30%, passing the limit was not always enough;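 also: 0% = vehicle neutral wells and 100% = reference inhibitor wells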
Rtt109 HAT inh: C. albicans Rtt109 histone acetyltransferase inhibition | Q5AAJ8 | purified Rtt109/Vps75, ThioGlo CoA-SH fluorescence, 4 h | actives 0.16% (n = 330,000) | inhibition, % at 34.9 µM;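 active = inhibition of at least 50% in every replicate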
Target sequence (Q5AAJ8 whole entry, looked up): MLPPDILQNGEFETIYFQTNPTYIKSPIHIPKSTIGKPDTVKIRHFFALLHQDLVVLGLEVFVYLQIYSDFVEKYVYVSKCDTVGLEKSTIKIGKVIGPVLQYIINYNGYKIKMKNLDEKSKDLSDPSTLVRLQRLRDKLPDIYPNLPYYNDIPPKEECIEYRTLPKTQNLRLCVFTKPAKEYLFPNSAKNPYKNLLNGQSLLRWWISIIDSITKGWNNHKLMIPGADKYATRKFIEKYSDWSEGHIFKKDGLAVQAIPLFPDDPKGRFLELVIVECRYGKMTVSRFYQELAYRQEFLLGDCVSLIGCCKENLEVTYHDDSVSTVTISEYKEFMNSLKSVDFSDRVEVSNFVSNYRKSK
Wnt act: activators of Wnt/beta-catenin signaling; Wnt/beta-catenin reporter cell assay, activator, plate reader; actives 1.2% (n = 300,000); AID 743398; activation, % at 9.35 µM; in the data active = activation above about 30%, passing the limit was not always enough;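 also: 0% = neutral control wells and 100% = positive control wells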
* marks the source's active call; other numbers are inactive results; / = not tested or not shown.

Molecule | dFosB act | SR-BI HDL uptake | HTR5A ag ctr | PvdQ acylase | Wnt act | cardiac RTF act | CDK5 inh | Rtt109 HAT inh | SR-BI uptake up | MITF act
COC(=O)c1cc(O)c(OCc2ccccc2)c(O)c1 | -5 | -24 | -6 | -9 | / | 4 | 2.6 | -12 | 24 | 7
O=C(Oc1ccc(-c2cnc3ccccc3n2)cc1)c1cccc([N+](=O)[O-])c1 | 6 | -13 | -3 | -11 | / | -1 | 0.5 | -2 | 13 | 55
CC(=O)Oc1ccccc1C(=O)Oc1ccccc1C(=O)O | 0 | 6 | -1 | -21 | -2 | 7 | -5.2 | -5 | -6 | -1
O=C(NCc1ccc2c(c1)OCO2)C1CCCN1C(=O)Nc1cccc(Cl)c1 (configuration not stated) | -6 | -12 | 10 | 1 | -6 | 0 | 0.1 | 4 | 12 | /
O=C(NS(=O)(=O)Oc1cccc(F)c1)OC[C@@H]1CCCN2CCCCC12 (some centres not stated) | 0 | -13 | 0 | -5 | -1 | -9 | 0.5 | 4 | 13 | 6
CCOC(=O)N1CCN(S(=O)(=O)c2ccc(C(=O)Nc3nnc(CC)o3)cc2)CC1 | -15 | 8 | -3 | -5 | -4 | 2 | -1.5 | -3 | -8 | 9
O=S(=O)(c1ccccc1C(F)(F)F)N1CCC(n2cnc3ccccc32)CC1 | -18 | -22 | 9 | 5 | -2 | -12 | 2.3 | 27 | 22 | 2
CC(C)C(c1nnnn1Cc1ccccc1)N1CCN(Cc2ccc3c(c2)OCO3)CC1 (configuration not stated) | -13 | 4 | -5 | 4 | -1 | -1 | 0.1 | 1 | -4 | 6
CCOc1cccc2sc(N(CCCN(C)C)C(=O)c3ccc(S(=O)(=O)N(C)CC4CCCO4)cc3)nc12 (configuration not stated) | -2 | 20 | -3 | 9 | 10 | -2 | 3.3 | 21 | -20 | -5
CC1CCC2C(C1)Nc1c(C(=O)O)cccc1C2(C)C (configuration not stated) | 0 | -17 | -4 | -1 | -1 | 2 | 0.7 | -11 | 17 | 7
CC(C)(C)C(=O)Nc1cc2c3c(c1)CC(=O)N3CCC2 | 1 | -9 | 2 | -11 | 0 | 3 | 0.4 | -2 | 9 | -5
CC(=O)N/C(=C\c1ccccc1)C(=O)OCC(=O)c1c(N)n(CC(C)C)c(=O)n(C)c1=O | -10 | -16 | 6 | -13 | -3 | 0 | 1.0 | -7 | 16 | -14
CCOC(=O)C1(CCCc2ccccc2)CCN(Cc2nccn2CC)CC1 | -7 | 4 | 9 | 3 | -9 | -3 | 3.6 | / | -4 | 5
O=C(CN1C(=O)CCSc2ccccc21)Nc1ccc2c(c1)OCO2 | -3 | -22 | 10 | -11 | -1 | -1 | -1.8 | 0 | 22 | 4
COC(=O)c1ccccc1NC(=S)N(C)C | -3 | 21 | -2 | 10 | 2 | 1 | 1.5 | 0 | -21 | 18
O=C(Nc1ccn(Cc2ccc(F)cc2)n1)c1ccncc1 | -4 | 4 | -2 | -14 | / | 0 | -0.5 | -6 | -4 | 13
Cc1n[nH]c(=O)n1-c1ccc(OC(F)(F)F)cc1 | -1 | -17 | 2 | 3 | 2 | -2 | 0.3 | 3 | 17 | -5
CCOC(=O)c1cc(C#N)c(SC(C)C(=O)NC2CCCCC2)nc1C (configuration not stated) | -10 | 19 | -8 | -11 | -3 | 6 | -2.1 | 0 | -19 | 0
Cc1ccc(CC(=O)N/N=C/c2ccc3c(c2)OCO3)cc1 | 3 | -8 | -5 | -2 | 5 | 2 | 0.8 | -7 | 8 | 32
O=C(CSc1nc2ccccc2[nH]1)N/N=C/c1ccco1 | -2 | / | 5 | -16 | 6 | 1 | -4.3 | 1 | / | 8
Cc1cccc(N=Nc2cn[nH]c2-c2ccco2)c1 | 1 | -2 | -11 | 2 | 3 | -3 | 1.1 | -8 | 2 | 28
CCc1ccc(/C=N\n2cnnc2)cc1 | 1 | -6 | 10 | -6 | 0 | -4 | 0.8 | 8 | 6 | /
COc1ccc(CCNC(=O)Cn2cccc2C(=O)c2ccccc2)c(OC)c1 | -16 | 11 | -5 | -10 | -2 | -2 | 2.1 | 3 | -11 | -5
CN(c1ccc2nc3ccccc3c(=O)n2n1)C1CCCCC1 | -7 | -4 | -4 | -9 | -20 | 3 | 2.4 | / | 4 | -85
COc1ccc(N(CC(=O)NCCSCc2cccc(Cl)c2)S(C)(=O)=O)cc1 | -2 | -16 | 3 | 8 | -2 | -2 | 1.2 | 8 | 16 | 11
Cc1csc(=O)n1CCC(=O)OCC(=O)NCc1ccc(Cl)cc1Cl | -7 | -8 | 2 | 5 | 3 | -6 | 0.0 | -1 | 8 | 5
COc1cccc2c1OCC(C(=O)OCc1cccnc1)=C2 | -4 | -16 | 1 | -13 | 1 | -1 | -0.5 | 5 | 16 | 17
O=S(=O)(NCc1ccc2c(c1)OCO2)c1cccc(F)c1 | 0 | 2 | -1 | -11 | -1 | -1 | 0.8 | 5 | -2 | -6
Cc1cccc(OCC(=O)N(Cc2nnc(-c3ccccc3Cl)o2)C2CC2)c1 | -9 | 21 | 5 | -12 | -3 | 0 | -1.3 | -1 | -21 | -7
CCOC(=O)C1=C(C)Nc2ncnn2C1/C=C/c1ccccc1 (configuration not stated) | -7 | 19 | 2 | -3 | / | 1 | -0.1 | -4 | -19 | -4

Single values from above:
`CCc1ccc(/C=N\n2cnnc2)cc1` in HTR5A ag ctr is listed with 10
`O=C(Nc1ccn(Cc2ccc(F)cc2)n1)c1ccncc1` in Rtt109 HAT inh is listed with -6
`CCOC(=O)C1=C(C)Nc2ncnn2C1/C=C/c1ccccc1` (configuration not stated) in SR-BI HDL uptake is listed with 19
`O=S(=O)(NCc1ccc2c(c1)OCO2)c1cccc(F)c1` in CDK5 inh is listed with 0.8
`Cc1csc(=O)n1CCC(=O)OCC(=O)NCc1ccc(Cl)cc1Cl` in SR-BI uptake up is listed with 8

Structures from the list above that have a CF3 group (2):
Molecule | dFosB act | SR-BI HDL uptake | HTR5A ag ctr | PvdQ acylase | Wnt act | cardiac RTF act | CDK5 inh | Rtt109 HAT inh | SR-BI uptake up | MITF act
O=S(=O)(c1ccccc1C(F)(F)F)N1CCC(n2cnc3ccccc32)CC1 | -18 | -22 | 9 | 5 | -2 | -12 | 2.3 | 27 | 22 | 2
Cc1n[nH]c(=O)n1-c1ccc(OC(F)(F)F)cc1 | -1 | -17 | 2 | 3 | 2 | -2 | 0.3 | 3 | 17 | -5

(next part)
Molecule | dFosB act | SR-BI HDL uptake | HTR5A ag ctr | PvdQ acylase | Wnt act | cardiac RTF act | CDK5 inh | Rtt109 HAT inh | SR-BI uptake up | MITF act
CC(=O)c1cnc2sccn2c1=O | -2 | -22 | -2 | -3 | 1 | 1 | 0.5 | -9 | 22 | -9
O=C1OC2(CCCCC2)OC(=O)C1=CNc1ccc2c(c1)OCO2 | -1 | 4 | 2 | -3 | / | -3 | -2.3 | -10 | -4 | 35
CCCC(=O)Nc1ccc2oc(-c3cncc(Br)c3)nc2c1 | -5 | / | 2 | -16 | -1 | -1 | -2.6 | 6 | / | 97*
Cc1cc(/C=N/NS(=O)(=O)c2ccc(F)c(Cl)c2)no1 | -2 | -18 | 2 | -2 | 0 | -1 | -0.7 | 4 | 18 | 3
CC(C)Cc1nnc(NC(=O)CCC(=O)NC2CCCCC2)s1 | 2 | -5 | -1 | -13 | -2 | -2 | 1.1 | -1 | 5 | 2
COc1ccc2cc(CCNS(=O)(=O)c3ccc(NC(C)=O)cc3)c(=O)[nH]c2c1 | -3 | / | -1 | -6 | -2 | 4 | -0.7 | -1 | / | 1
CCOC(=O)Nc1ccc2c(c1)nc(CN1CCN(C(C)=O)CC1)n2C | 5 | -16 | -4 | -14 | -20 | 3 | 0.7 | -1 | 16 | 3
COc1ccc(/C(N)=N/OC(=O)c2cccs2)cc1OC | -17 | 10 | 2 | -13 | 8 | 0 | -1.2 | 5 | -10 | 84*
Cn1cc([C@@H]2C[C@H]3CN(C4CCCC4)C(=O)[C@]34CCCN24)c(-c2ccccc2)n1 | 0 | -11 | 0 | 8 | -1 | -2 | 2.3 | -7 | 11 | -2
CC(C)c1ccc(NC(=O)C2CCCN2S(=O)(=O)c2ccccc2F)cc1 (configuration not stated) | -7 | -9 | 1 | -8 | 0 | 2 | 0.4 | -1 | 9 | 20
Cc1cc(N)n2ncc(-c3cccc(Br)c3)c2n1 | -2 | 14 | 2 | -1 | / | -2 | -0.1 | 3 | -14 | 66
O=C1COc2ccc(-c3csc(NCCc4ccccc4)n3)cc2N1 | -15 | 57 | -2 | -2 | 1 | 2 | -3.3 | 1 | -57 | 31
CCN1C(=NCCOC)N[C@@H](c2cccc(F)c2)C(C(=O)OC)=C1C | 5 | 1 | 2 | 2 | / | -4 | 0.9 | 1 | -1 | 15
CCOC(=O)C1(C(F)(F)F)N=C(c2ccccc2F)OC(N(C)C)=N1 (configuration not stated) | 5 | -15 | 0 | -8 | -1 | 3 | 0.0 | 1 | 15 | -9
Cc1ccc(N2CCN(C(=O)Nc3cccc([N+](=O)[O-])c3)CC2C)cc1 (configuration not stated) | -7 | 33 | -1 | 11 | -2 | -2 | 0.8 | -2 | -33 | 4
Cc1cc(=O)[nH]c(N/N=C/c2cc(C)n(CC(F)(F)F)c2C)n1 | -7 | / | -1 | 7 | -12 | -6 | 0.0 | 0 | / | -23
O=C(O)C1=C(C(=O)Nc2ccc(F)c(Cl)c2)CCCC1 | -5 | -8 | 0 | 10 | -2 | -4 | 2.4 | 14 | 8 | 4
O=C(CNC(=O)c1cccs1)c1ccc(Br)cc1 | -9 | -30 | -2 | -7 | 27 | 0 | 0.9 | -2 | 30 | 123*
Cc1cc2c(SCC(=O)NC3CCCCC3)ncnc2s1 | -1 | -11 | 2 | -10 | 2 | -1 | -0.5 | 1 | 11 | -1
O=C(NCC1CCN(c2ccc(S(=O)(=O)N3CCOCC3)cc2)CC1)Nc1ccccc1F | -6 | / | -1 | -12 | -3 | -4 | 1.7 | 22 | / | /
O=C(O)c1ccccc1NS(=O)(=O)c1ccc2ccccc2c1 | -3 | 1 | 0 | -13 | 4 | 4 | -0.3 | -9 | -1 | -3
O=C(Nc1ccc(S(=O)(=O)NC2=NCCCCC2)cc1)c1ccc([N+](=O)[O-])s1 | -10 | 17 | -1 | -1 | 0 | -4 | 0.7 | 3 | -17 | -89
CCc1ccc(NC(=O)c2noc3c2CCCCC3)cc1 | -5 | 1 | 1 | -15 | / | -7 | -4.4 | 3 | -1 | 49
Oc1[nH]c2ccccc2c1N=Nc1nncc2ccccc12 | -23 | 5 | 0 | -4 | -5 | 7 | 3.5 | -2 | -5 | 76
COc1cccc(NC(=O)C2CCCN2S(=O)(=O)c2ccc3c(c2)n(C)c(=O)c(=O)n3C)c1 (configuration not stated) | 1 | -1 | -1 | 6 | 3 | -1 | -0.6 | -1 | 1 | -7
Cc1c(CCC(=O)NCCCn2ccnc2)c(=O)oc2c(C)c3occ(C(C)(C)C)c3cc12 | 4 | 43 | 1 | -3 | -1 | -2 | 2.3 | 25 | -43 | 7
